VLA-4 inh – inhibition in a human VLA-4 binding assay. VLA-4 expressing cells, ligand binding flow cytometry. actives 0.2% (n = 330,000). P13612. inhibition, % (about 7 µM as worked out from the volumes in the protocol); in the data active = inhibition above about 50%
Bcl-xL primary – inhibitors of human Bcl-xL | Q07817 | GST-Bcl-xL / FITC-Bim BH3 peptide fluorescence polarization | inhibition, % at 10.9 µM | actives 0.7% (n = 320,000);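 active = inhibition above the mean of all tested compounds plus 3 SD, cutoff set per campaign, cut at about 30% in these data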;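 note: 0% = DMSO wells and 100% = unlabeled Bim-BH3 peptide competitor; inhibitors lower millipolarization by displacing the labeled peptide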
MEX-5 binding – C. elegans MEX-5 TCR-2 RNA binding activity | Q9XUB2 | MEX-5/FITC-TCR2 RNA binding, fluorescence polarization; active compounds read low | activity score (negative = inhibition of binding), % at 10 µM | actives 0.38% (n = 300,000) | AID 1832;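 active = inhibition past about -25% in most replicates, and total fluorescence under double the plate's negative control median, limit read from the data; inconclusive = replicates evenly split on the limit, or fluorescence at least double controls; inactive = too little inhibition in most replicates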;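 note: 0% = DMSO and -100% = 5 µM competing unlabeled TCR2 RNA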
PME-1 inh – PME-1 (human) inhibition; inhibition, % at 5.9 µM; Q9Y570; AID 2130; recombinant PME-1, FP-Rh probe fluorescence polarization; actives 0.53% (n = 320,000);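 active = inhibition above the campaign mean of all compounds plus 3 SD, cut at about 26% in these data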;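 note: competitive labeling of PME-1 active site by serine hydrolase directed probe; 0% = PME-1 with DMSO and 100% = wells lacking PME-1 enzyme; inhibitors block probe labeling so polarization falls and inhibition rises; many of its hits are not listed in these tables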
MCL1-BIM inh – inhibitors of human MCL1 binding to BIM-BH3 peptide; Q07820; GST-MCL1 / FITC-Bim-BH3 fluorescence polarization; inhibition, % at 10.9 µM; actives 0.68% (n = 320,000);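 active = inhibition above the mean inhibition of all tested compounds plus 3 SD, set per campaign, cut at about 40% in these data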;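 note: 0% = DMSO wells and 100% = unlabeled Bim-BH3 peptide control; higher means more loss of mP so more displacement of Bim peptide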
Target sequence (Q07820 whole entry, looked up): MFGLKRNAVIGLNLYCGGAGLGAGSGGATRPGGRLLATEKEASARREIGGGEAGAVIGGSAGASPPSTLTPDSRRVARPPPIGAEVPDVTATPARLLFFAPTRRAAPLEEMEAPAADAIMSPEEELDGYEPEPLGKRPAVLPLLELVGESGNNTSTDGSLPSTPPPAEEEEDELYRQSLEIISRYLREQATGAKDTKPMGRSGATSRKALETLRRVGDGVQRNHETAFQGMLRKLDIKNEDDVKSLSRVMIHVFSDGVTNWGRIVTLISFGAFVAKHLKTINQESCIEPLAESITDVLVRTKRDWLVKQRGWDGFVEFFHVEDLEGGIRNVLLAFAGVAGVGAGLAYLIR
GRK2 aptamer HTS – inhibitors of human GRK2 displacing RNA aptamer; actives 0.59% (n = 330,000); bead flow cytometry, FAM-aptamer displacement from GRK2; inhibition of aptamer binding, % at 10 µM; P25098;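 active = inhibition of aptamer binding above 40%, roughly 3 SD of noise, on plates passing a quality check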;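 note: median bead fluorescence of bound FAM aptamer so fluorescent compounds give negative values; no value below 0 was filed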
Target sequence (P25098 whole entry, looked up): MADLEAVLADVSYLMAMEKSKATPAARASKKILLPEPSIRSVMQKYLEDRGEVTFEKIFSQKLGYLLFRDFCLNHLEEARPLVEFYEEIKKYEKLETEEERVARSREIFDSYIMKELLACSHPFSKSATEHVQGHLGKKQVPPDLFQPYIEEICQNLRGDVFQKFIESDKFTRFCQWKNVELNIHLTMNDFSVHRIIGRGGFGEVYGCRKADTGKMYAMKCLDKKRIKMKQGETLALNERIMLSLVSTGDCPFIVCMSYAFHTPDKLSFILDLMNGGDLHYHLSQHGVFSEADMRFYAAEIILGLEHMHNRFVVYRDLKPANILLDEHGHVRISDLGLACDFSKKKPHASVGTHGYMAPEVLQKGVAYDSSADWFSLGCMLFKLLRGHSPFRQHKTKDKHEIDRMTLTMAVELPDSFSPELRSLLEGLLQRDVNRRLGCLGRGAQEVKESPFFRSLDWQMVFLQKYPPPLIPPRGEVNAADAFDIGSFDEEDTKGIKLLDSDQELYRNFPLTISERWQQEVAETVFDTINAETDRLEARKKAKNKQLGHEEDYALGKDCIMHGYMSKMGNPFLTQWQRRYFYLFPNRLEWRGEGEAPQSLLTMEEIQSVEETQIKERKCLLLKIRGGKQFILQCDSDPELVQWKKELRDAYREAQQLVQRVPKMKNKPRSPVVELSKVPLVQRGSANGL
GLD-1 TGE inh – GLD-1-TGE RNA interaction inhibition (C. elegans); Q17339; purified GLD-1 + fluorescein TGE RNA, fluorescence polarization; inhibition, % at 5.96 µM; actives 0.44% (n = 320,000);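 active = percent inhibition above a per-plate cutoff, the plate mean of test compounds plus 3 SD, cut at about 30% in these data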;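 note: 0% = DMSO wells with GLD-1 and probe and 100% = wells lacking GLD-1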
Efflux pump inh – inhibitors of Candida antifungal efflux pumps expressed in yeast | S. cerevisiae Candida pump triplex, Nile Red efflux | inhibition, % at 10 µM | actives 0.44% (n = 330,000);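 active = plate passing quality check with inhibition over a set limit, or well fluorescence over plate mean plus 4 SD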;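 note: Nile Red retained in pooled yeast measured as flow cytometry median fluorescence; 0% = buffer negative control and 100% = Enniatin B positive control; higher means more Nile Red kept so more efflux inhibition; some compounds called inactive have numbers as strong as hits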
Fam108B counter – counter-screen for RBBP9 inhibitors: inhibitors of mouse Fam108B. recombinant Fam108B, FP-Rh probe fluorescence polarization. inhibition, % at 9.51 µM. actives 0.33% (n = 300,000);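 active = inhibition above the screen mean inhibition plus 3 SD, computed separately per campaign, cut at about 18% in these data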;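 note: inhibitors lower polarization as less probe binds the enzyme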
Numbers without * were called inactive; ? = inconclusive; · = no result given. Only part of the results is shown; the hit share may differ from the screen's.

SMILES	VLA-4 inh	Bcl-xL primary	MEX-5 binding	PME-1 inh	MCL1-BIM inh	GRK2 aptamer HTS	GLD-1 TGE inh	Efflux pump inh	Fam108B counter
O=C(Cc1ccc(Cl)cc1)Nc1ccccc1CO	3.1	8.9	·	-2.2	1.1	2.0	-1.2	-0.2	1.4
CCCSc1nc2cc(S(=O)(=O)N3CCOCC3)ccc2n1CC	13.8	3.9	0.3	1.9	5.1	2.0	5.0	3.7	-4.5
Cc1cccc(NC(=O)CCC(=O)Nc2nnc(C3CCCCC3)s2)c1	8.0	6.8	3.8	-4.9	-2.0	0.0	5.8	-0.1	-3.5
CCOC(=O)c1ccc(N2Cc3ccccc3C2)cc1O	0.1	-0.2	0.8	-8.2	-6.9	0.0	2.0	0.7	-3.5
CC(C#N)N1CCN(S(=O)(=O)c2ccc3c(c2)CCC3)CC1 (stereo not given)	10.8	0.6	·	-2.6	2.0	1.0	-0.5	0.2	·
O=C(CN1CCC(n2nnc3cc(F)ccc32)CC1)NCCc1ccccc1	15.2	5.1	?	7.1	6.0	2.0	-2.5	-0.1	-2.9
O=C(CSc1nc(O)cc(=O)[nH]1)N1c2ccccc2Sc2ccccc21	5.7	5.2	3.2	-2.2	5.5	4.0	4.0	-0.1	8.3
O=C(CCCn1c(=S)[nH]c2ccccc2c1=O)N1CCCCC1	16.7	3.1	1.6	-4.8	3.6	1.0	-0.1	0.0	6.3
CCN(CC)S(=O)(=O)c1cccc(NC(=O)c2ccc(C#N)cc2)c1	2.5	-6.2	0.3	2.5	-20.5	2.0	1.7	0.1	-7.0
Cc1cc(-c2nnc(CCC(=O)N3CCN(Cc4cccnc4)CC3)o2)c(C)o1	-2.9	10.3	-3.0	0.1	6.9	1.0	13.3	0.0	1.9
Cc1cc(NC(=O)c2ccc3nc(-c4ccccc4)c(-c4ccccc4)nc3c2)no1	-2.7	2.1	-5.6	0.1	-2.7	0.0	1.4	-0.1	-2.6
O=C(CSc1nc2c(c(=O)[nH]1)CN(Cc1ccc(F)cc1)CC2)Nc1ccc(F)cc1	9.4	1.9	-2.1	4.4	-0.7	3.0	-3.4	-0.1	-1.9
Nc1nc(CCl)nc(Nc2cccc3ccccc23)n1	3.3	2.6	-2.3	-1.1	6.7	0.0	2.2	0.1	-1.2
COc1ccc(-c2noc(-c3ccccc3F)n2)cc1	-2.8	2.9	1.9	0.6	5.1	0.0	3.1	0.1	-7.2
Cc1ccc(S(=O)(=O)N2CCN(C3CC(=O)N(c4ccc(F)cc4)C3=O)CC2)cc1C (stereo not given)	5.9	·	·	·	·	2.0	1.6	-0.6	·
Cc1cccc(OCc2nnc(SCc3cc(=O)n4cc(Br)ccc4n3)o2)c1	-2.5	-0.1	1.3	-5.2	2.6	3.0	7.5	0.1	3.2
CCC(C)[C@H](NS(=O)(=O)c1ccc(C)cc1)C(=O)N1CCC(C(=O)N[C@H](C(=O)O)c2ccccc2)CC1 (stereo not given in full)	-10.0	0.6	-1.0	-1.8	3.4	0.0	-2.2	0.0	1.9
COCCN(C(=O)COC(=O)c1c(NC(C)=O)sc(C)c1C)c1c(N)n(Cc2ccccc2)c(=O)[nH]c1=O	-7.6	-2.5	0.1	5.9	-0.3	1.0	1.1	-0.1	2.2
Cc1nc(N2CCOCC2)nc(N2CCCC2)c1[N+](=O)[O-]	5.8	4.1	-0.9	-1.4	8.0	6.0	0.7	0.3	0.5
COCCNC(=O)c1cccc2c1-c1ccccc1C2=O	0.0	-7.1	-3.3	-2.9	2.1	0.0	1.1	-0.1	-1.1
Cc1nn(-c2ccc(C(=O)O)cc2)c2c1C(=O)CC(C)(C)C2	-5.2	2.8	0.3	1.6	-4.9	0.0	0.9	0.1	-0.1
Cc1ccccc1C(=O)Nc1ccnn1C1CCN(CCCc2ccccc2)CC1	-28.1	·	-2.6	·	·	0.0	·	-0.1	·
CC(C)(C)c1ccc(OCC(=O)Nc2ccc(C(=O)Nc3ccccc3C(=O)O)cc2)cc1	-15.9	5.2	3.2	-64.5	2.5	0.0	-1.2	2.2	-15.3
CCC(Sc1nnnn1-c1ccccc1)C(=O)NC(C)c1ccccc1 (stereo not given)	-21.1	1.1	1.9	-2.7	-2.0	0.0	-0.2	0.0	0.3
O=C(CN(Cc1ccco1)C(=O)c1cc(=O)[nH]c2ccccc12)Nc1ccccc1Br	0.7	-0.1	-0.9	-2.0	1.1	0.0	6.1	0.0	5.7

(further entries)
SMILES	VLA-4 inh	Bcl-xL primary	MEX-5 binding	PME-1 inh	MCL1-BIM inh	GRK2 aptamer HTS	GLD-1 TGE inh	Efflux pump inh	Fam108B counter
CCOC(=O)C1(Cc2ccccc2Cl)CCN(S(=O)(=O)N(C)C)CC1	11.4	4.8	-0.6	0.1	2.1	0.0	-4.0	0.1	-3.6
NC(=O)c1ccc(-c2noc(-c3ccccc3F)n2)cc1	12.5	1.9	·	-1.7	1.8	1.0	1.6	-0.2	·
CCN(CC)S(=O)(=O)c1ccc2[nH]cc(C(=O)NCCN3CCCCCC3)c(=O)c2c1	10.3	5.6	-0.1	0.1	2.5	0.0	2.5	-0.3	-5.0
CC(=O)Nc1ccc(S(=O)(=O)Oc2ccccc2N2C(=O)C3C4CCC(C4)C3C2=O)cc1 (stereo not given)	-25.4	-5.4	1.6	-1.1	-20.8	0.0	-11.7	0.2	-2.6
NNC(=O)c1cccn(Cc2ccc(Cl)cc2Cl)c1=O	4.2	0.0	0.6	-4.8	3.4	2.0	3.8	0.1	-6.2
Cc1noc(C)c1C(=O)N1CCN(Cc2ccccc2)CC1	0.4	2.7	0.9	-2.2	-0.6	2.0	10.1	0.1	1.4
CCN(CC)CCn1c2c(c(SCC(=O)Nc3cc(C)on3)nc1=O)CCCC2	22.1	1.1	-1.2	-1.8	4.4	3.0	0.8	0.1	3.5
CCOc1ccc(N2C(=O)CC(N(CCc3ccc(OC)c(OC)c3)C(=S)Nc3ccccc3)C2=O)cc1 (stereo not given)	28.2	3.5	1.2	-6.0	7.6	2.0	2.8	-0.1	-2.6
O=C(Nc1cccc(Cl)c1)c1cc(F)cc2c1OCOC2	-1.9	5.0	2.2	-0.7	8.6	1.0	-1.6	0.0	-3.8
Cn1ncc(Br)c1C(=O)OCC(=O)Nc1nc(-c2ccccc2)cs1	4.0	-2.1	-1.5	-0.3	-4.4	0.0	-5.6	0.0	-3.2
COc1ccc(-c2cc(C(=O)Nc3nc4c(C)cccc4s3)c3ccccc3n2)cc1OC	-0.7	3.8	1.8	-10.8	8.1	2.0	2.7	0.1	-26.6
CCOC(=O)/C=C/[C@H]1CC(c2ccccc2)(c2ccccc2)CO1	19.9	5.5	·	-1.9	2.3	0.0	3.5	0.0	·
Cc1ccc2c(Cl)c(C(=O)Nc3cc(C)on3)sc2c1	-12.6	5.5	3.6	-1.9	7.6	2.0	-0.8	0.1	0.4
O=C(CCn1nc(-c2ccc(Cl)cc2)c2ccccc2c1=O)NCCN1CCOCC1	-4.9	1.2	-3.1	-0.9	4.4	0.0	-3.1	0.2	0.2
CCN(C(=O)Cc1c(C(=O)O)n(C)c2ccccc12)c1cccc(C)c1	2.0	4.4	6.6	-0.5	0.9	3.0	-3.1	0.0	-3.2
C/C(Cn1nnc2ccccc21)=N\OC(=O)c1cc(F)c(F)cc1Cl	11.1	1.9	1.4	3.2	0.9	3.0	6.2	0.0	-1.1
O=C(Nc1ccc(Oc2ncnc3cc(Cl)ccc23)nc1)c1ccc(F)cc1	10.1	0.1	1.3	0.7	6.9	0.0	-2.6	0.0	-0.8
Cc1cccc(NC(=O)C2C3C=CC4(O3)C2C(=O)N(CCCN2CCCC2)C4C(=O)NC2CCCC(C)C2C)c1 (stereo not given)	14.8	1.6	-1.0	0.8	-2.5	0.0	-6.1	0.0	1.6
CCCCCCSc1nsc(N)n1	-13.4	4.5	1.2	-6.4	3.7	0.0	-1.4	0.2	-0.9
COCc1cc(C)nc(OCC(=O)N/N=C/c2ccc(O)cc2O)c1C#N	9.8	1.3	-1.3	-1.4	-0.5	0.0	4.6	0.1	2.5
Cc1ccccc1C(=O)NNC(=O)C1CCN(c2ncccn2)CC1	0.7	5.4	-0.9	2.3	-3.2	2.0	-0.8	-0.3	-0.7
CN(C)c1cccc(C(=O)NNC(=S)NC2CC3CCC2C3)c1 (stereo not given)	4.1	2.9	1.2	4.6	5.4	6.0	-1.8	0.0	11.3
Cc1nc(NS(=O)(=O)c2ccccc2C)c2c3c(sc2n1)CCC3	5.2	6.2	2.3	4.7	6.6	1.0	4.7	-0.1	1.0
CCCN1/C(=C(/C#N)C2=NS(=O)(=O)c3ccccc32)N(C)c2ccccc21	5.2	5.5	-3.8	-4.7	-1.5	1.0	9.4	-0.1	-0.7
COC(=O)COc1ccc(S(=O)(=O)N2CCN(c3ccccc3)CC2)cc1	-21.3	7.7	-0.4	4.6	13.2	2.0	-0.8	0.1	2.7

Continued.
SMILES	VLA-4 inh	Bcl-xL primary	MEX-5 binding	PME-1 inh	MCL1-BIM inh	GRK2 aptamer HTS	GLD-1 TGE inh	Efflux pump inh	Fam108B counter
CCOP(=O)(OCC)C(NC(=O)c1cccs1)C(F)(F)F (stereo not given)	18.2	0.5	0.2	1.4	-4.3	1.0	-0.5	0.2	0.6
O=C1Nc2ccc(F)cc2C12Nc1ccccc1-c1nnc(SCc3ccccc3)nc1O2 (stereo not given)	22.2	8.0	1.4	3.3	-5.0	1.0	5.8	0.5	5.8
O=C1c2ccccc2S(=O)(=O)c2cc(C(=O)N3CCN(c4c(Cl)cncc4Cl)CC3)ccc21	17.2	7.6	2.3	-2.1	7.7	2.0	-7.0	0.2	2.6
COc1ccc(NC(=O)c2ccc3c(c2)C(=O)N(CC2CCCO2)C3=O)c(OC)c1 (stereo not given)	-3.3	5.3	0.8	-2.3	1.4	0.0	2.4	-0.1	1.6
O=S(=O)(CCN1CCN(c2ccccn2)CC1)c1ccc(Cl)cc1Cl	-8.2	2.6	1.4	0.4	1.4	1.0	0.9	0.0	4.3
O=C(CCN1C(=O)CSc2ccccc21)Nc1ccc(OC(F)(F)F)cc1	18.5	-3.7	·	4.3	-4.5	0.0	8.0	0.1	·
COc1cccc2cc(C(=O)NCc3ccc(C)cc3)c(=N)oc12	1.8	2.5	0.9	-3.3	-0.5	2.0	-0.4	-0.1	-1.5
CCc1ccc(NC(=O)NC(C)c2ccc3c(c2)OCO3)cc1 (stereo not given)	3.7	4.5	2.7	7.0	3.0	0.0	-0.9	0.1	-1.4
Cc1ccc(C)c(N2CCN(S(=O)(=O)c3c(C(=O)N4CCCCC4)c(C)n(C)c3C)CC2)c1	7.6	3.3	-1.1	1.0	5.5	25.0	3.3	-0.1	-0.3
COc1ccc(OC)c(C2NC(=O)N(C)C(C)=C2C(=O)OCc2ccccc2)c1 (stereo not given)	-12.5	-5.0	1.4	-7.5	-3.1	0.0	-34.3	0.1	-4.0
O=C(O)c1cc(N/N=C/c2ccc(OCc3ccccc3)cc2)ccc1Cl	0.0	15.9	-1.1	4.6	12.9	0.0	1.3	-0.1	4.3
CCN1CCCC1CNC(=O)c1cc([N+](=O)[O-])c(N(C)C)cc1OC (stereo not given)	5.3	0.1	-2.5	7.4	-9.8	0.0	2.5	-0.1	-1.3
